zfTRPN1 agonist: zebrafish TRPN1 channel agonists, primary screen, cell-based, HEK293, calcium fluorescence | transient receptor potential cation channel N1 (TRPN1/NompC), Danio rerio | HEK293 zebrafish TRPN1-YFP, Fluo-8 calcium fluorescence; 100% = response to 87 µM carbachol | activation, % at 3 µM | 220,000 compounds, 0.18% hits;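 active means activation above its plate's cutoff, the mean activation of test wells on that plate plus 3 SD, cut at about 19% in these data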;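 further: 0% = DMSO alone and 100% = 87 µM carbachol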
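Assay system: Zebrafish TRPN1-YFP in HEK293 cells | Incubation: Dye loading 1 h at 37 °C, then 30 min room temperature | Measured by: Kinetic Fluo-8 fluorescence, ex 470-495, em 515-575 nm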
Ba/F3 V617F tox: reduced viability of JAK2V617F-dependent Ba/F3 cells, primary screen, JAK2V617F inhibitor project, cell-based, Ba/F3 EpoR-JAK2V617F, luminescence. ATP luminescence. 220,000 compounds, 1.1% hits. AID 1446, 2008. inhibition, % at 5.6 µM;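 active means inhibition above the campaign mean plus 3 SD over all tested compounds, cut at about 24% in these data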;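 further: cytokine-independent growth of Ba/F3 cells driven by EpoR plus mutant JAK2; 0% = DMSO-treated cells and 100% = JAK inhibitor I control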
S1P4 agonist: S1P4 receptor agonists, primary screen, cell-based; Sphingosine 1-phosphate receptor 4 (Homo sapiens), O95977; S1P4-expressing cell line, agonist reporter assay; activation, % at 4.98 µM; 220,000 compounds, 0.35% hits; in the data active means activation above about 11%;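 further: 0% = DMSO vehicle and 100% = reference agonist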
Target sequence (O95977 whole entry, looked up): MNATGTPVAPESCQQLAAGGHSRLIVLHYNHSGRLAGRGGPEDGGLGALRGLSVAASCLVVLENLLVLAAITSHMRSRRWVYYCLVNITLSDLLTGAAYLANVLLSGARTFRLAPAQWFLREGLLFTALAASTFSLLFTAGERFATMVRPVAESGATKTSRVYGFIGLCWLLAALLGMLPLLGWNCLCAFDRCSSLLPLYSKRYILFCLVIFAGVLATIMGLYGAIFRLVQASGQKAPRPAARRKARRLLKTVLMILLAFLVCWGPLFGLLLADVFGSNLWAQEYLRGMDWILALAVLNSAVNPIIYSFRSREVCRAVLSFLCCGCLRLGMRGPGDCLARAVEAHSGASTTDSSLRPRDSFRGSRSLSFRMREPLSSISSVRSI
Calpain2 inh: inhibitors of pig calpain II, primary screen, biochemical, fluorogenic peptide substrate, 1536-well. purified calpain II, 30 min. inhibition, % at 16 µM. 220,000 compounds, 0.37% hits;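 active means inhibition above about 50%, limit read from the data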
EP2 modulator: EP2 receptor modulators, cAMP readout, primary screen, cell-based, HTRF cAMP, PGE2 stimulation; Prostaglandin E2 receptor EP2 subtype (Homo sapiens), P43116; EP2-expressing cells, cAMP HTRF FRET, PGE2 co-stimulation; induction, % at 25 µM; 260,000 compounds, 0.83% hits; AID 940, 2007;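 active means compounds whose cAMP rise, as percent of the full-agonist control response, exceeds 60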;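 further: rat C6 glioma line stably carrying human EP2 under a CMV promoter; the protocol text gives 20 µM as final concentration; 100% = response of wells given 1 µM PGE2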
PERK inh: block of dimerizer-induced PERK translation repression, primary screen, PERK inhibitor project, CHO PERK-DD cells, SEAP luminescence, HTS | CHO PERK-DD fusion, SEAP luminescence translation reporter | inhibition, % at 5.6 µM | 220,000 compounds, 0.17% hits | Eukaryotic translation initiation factor 2-alpha kinase 3 (Homo sapiens), Q9NZJ5 | AID 1416, 2008;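 active means inhibition above the mean inhibition of all tested compounds plus 3 SD, set separately per screening campaign, cut at about 2.9% in these data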;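 further: PERK kinase domain activated by AP20187 dimerizer at 100 nM; 0% = DMSO with dimerizer and 100% = rapamycin at 8.4 µM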
S1P4 antag: S1P4 receptor antagonists, primary screen, cell-based; Sphingosine 1-phosphate receptor 4 (Homo sapiens), O95977; S1P4-expressing cells, antagonist mode, reporter read-out; inhibition, % at 4.98 µM; 220,000 compounds, 0.26% hits; in the data active means inhibition above about 29%;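 further: 0% = wells stimulated with agonist and 100% = vehicle wells without agonist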
BaF3 parental: parental Ba/F3 cell viability inhibition, counter-screen for JAK2V617F inhibitor project, murine pro-B, CellTiter-Glo luminescence. CellTiter-Glo ATP luminescence. inhibition, % at 5.6 µM. AID 1486, 2009. 220,000 compounds, 1.1% hits;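 active means inhibition above a per-campaign cutoff, the mean inhibition of all tested compounds plus 3 SD, cut at about 27% in these data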;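 further: 0% = DMSO wells and 100% = JAK Inhibitor I control wells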
TRPML3 ag: human TRPML3 channel agonists, primary screen, cell-based, HEK293 TRPML3-YFP, Fluo-8 calcium fluorescence, 3 µM. AID 1448, 2008. Mucolipin-3 (Homo sapiens), Q8TDD5. activation, % at 3 µM. 220,000 compounds, 0.29% hits. 100% = the carbachol control signal;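 active means activation above its plate's cutoff, the mean activation of the plate's test wells plus 3 SD, cut at about 12% in these data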;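 further: 0% = DMSO only wells and 100% = carbachol wells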
Target sequence (Q8TDD5 whole entry, looked up): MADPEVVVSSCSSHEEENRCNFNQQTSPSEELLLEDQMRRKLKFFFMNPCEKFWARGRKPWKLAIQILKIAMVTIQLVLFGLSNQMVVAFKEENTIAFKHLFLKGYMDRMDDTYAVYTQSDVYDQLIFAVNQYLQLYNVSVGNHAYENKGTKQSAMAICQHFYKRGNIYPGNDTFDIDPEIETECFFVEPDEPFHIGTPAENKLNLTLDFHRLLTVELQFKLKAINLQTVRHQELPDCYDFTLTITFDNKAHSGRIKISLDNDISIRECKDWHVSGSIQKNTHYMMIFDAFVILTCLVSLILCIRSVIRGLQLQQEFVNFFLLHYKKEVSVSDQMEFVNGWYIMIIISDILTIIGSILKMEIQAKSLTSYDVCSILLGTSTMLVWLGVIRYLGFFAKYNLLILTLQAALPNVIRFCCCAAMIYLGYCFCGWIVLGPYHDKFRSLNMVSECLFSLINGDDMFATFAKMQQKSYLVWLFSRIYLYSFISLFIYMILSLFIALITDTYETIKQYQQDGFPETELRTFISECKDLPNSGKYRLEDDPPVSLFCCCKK
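Material: TRPML3-YFP stable HEK293 cells | Dosing: One concentration, 3 µM nominal, 0.3% DMSO | Timing: 125 s total fluorescence read per well | Technique: Fluo-8 calcium dye fluorescence, ex 470-495, em 515-575 nm | Measure: Percent activation from peak-to-basal fluorescence ratio, scaled between DMSO and carbachol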
* marks the source's active call; other numbers are inactive results; & = joins results of further samples.

SMILES	zfTRPN1 agonist	Ba/F3 V617F tox	S1P4 agonist	Calpain2 inh	EP2 modulator	PERK inh	S1P4 antag	BaF3 parental	TRPML3 ag
CCOc1cc(OCC)cc(C(=O)Nc2cccnc2)c1	0.1	3	-0.8	-4	-11	-0.1	6	7	-0.4
Cc1c(CNC(=O)C2CC2)c(-n2cccc2)n(Cc2ccccc2)c1C	-1.6	2	-0.4	6	44	-0.5	-9	10	-0.9
CS(=O)(=O)N(CC(=O)N1CCCCCC1)c1ccc2c(c1)OCCO2	1.9	3	-0.3	-10	19	-0.8	-11	4	0.4
N#Cc1cccc(Oc2ccc(-c3cnc4ccccc4n3)cc2)c1C#N	0.0	2	2.2	-32	-9	1.4	-8	7	1.1
CCOc1ccc(N(CC(=O)Nc2cccc(F)c2)S(=O)(=O)c2c(C)noc2C)cc1	-0.6	-1	2.4	16	6	-0.3	-15	5	-0.1
NC(=O)CSc1ncc(-c2ccc([N+](=O)[O-])cc2)[nH]1	0.1	-3	-0.9	-23	-25	1.3	-12	0	-0.4
Cc1ccc(C)n1Cc1ccccc1Cl	0.7	0	2.7	-24	65*	1.4	-26	7	0.5
CC(C)NCCOCCSc1ccc(Cl)cc1	1.4	0	-1.1	6	31	0.3	1	8	0.8
COc1cccc(C2CCCN2Cc2nc(-c3cnccn3)no2)c1 (configuration not stated)	1.3	-4	1.6	-46	15	0.9	-21	4	0.6
CN(CC(=O)O/N=C(\N)c1ccccn1)S(=O)(=O)c1ccccc1	-0.1	-3	0.3	-12	26	0.8	-18	1	-0.1
O=C(O)CCCC(=O)Nc1cccc(C(F)(F)F)c1	1.4	1	-0.1	17	21	1.6	8	3	1.4
CCOC(=O)c1c(NC(=O)Cn2c(C)nc3ccccc32)sc2c1CCC2	-0.4	-3	-1.6	-65	43	0.8	1	4	0.5
C/C(Cl)=C/Cn1c(N2CCCC2)nc2c1c(=O)n(C)c(=O)n2C	0.2	6	1.9	-9	22&26	-1.0	1	12	-0.3
CC(O)CN(C)CC/C=C1/c2ccccc2CSc2ccccc21 (configuration not stated)	1.2	-4	0.2	18	-12	-0.1	-6	-3	0.6
CCOC(=O)C1CCN(C(=O)CC2C(=O)N(Cc3ccccc3)C(C)c3nc4ccccc4n32)CC1 (configuration not stated)	2.0	1	-0.7	0	22	-0.5	-8	5	0.8
COc1ccc(/C=C/C(=O)NCCOc2ccccc2OC)cc1	-0.1	-3	-0.1	-12	-52	0.2	-9	6	0.5
Cc1cccc(C)c1NC(=O)NC1(C(=O)N2CCOCC2)CCCCC1	2.7	-4	-0.8	-33	19	-0.2	2	3	0.5
O=C(O)c1ccc(N2C(=O)C3C4c5ccccc5C(Br)(c5ccccc54)C3C2=O)cc1 (configuration not stated)	0.3	-1	0.9	-58	24	1.5	3	-1	-0.3
C=CCn1cc(C(=O)NCc2ccc3c(c2)OCO3)c(=O)c2cc(S(=O)(=O)N(CC)CC)ccc21	0.4	-1	0.9	-6	-10	-1.2	-1	5	0.5
CCOc1ccc(CCNC(=O)c2cc3sccc3n2CC)cc1OCC	-2.2	2	-0.2	16	-46	-1.6	1	7	-1.1
Cc1cc(NC(=O)CCN2C(=O)/C(=C/c3ccccc3Cl)SC2=S)no1	-0.5	-1	5.3	49	-8	1.9	-4	5	0.2
CCOc1ccc(C2C3=C(CCCC3=O)OC(N)=C2[N+](=O)[O-])cc1 (configuration not stated)	-0.1	-1	-1.8	-1	-23	1.4	5	-3	0.6
N#CC1=C(N)OC2=C(C(=O)CC(c3ccco3)C2)C1c1ccc(OCc2c(F)cccc2Cl)cc1 (configuration not stated)	0.1	-2	0.2	5	13	-0.5	-17	1	-0.2
C/C(CC(=O)Nc1ccc(OCc2ccccc2)cc1)=N\NC(=O)C(=O)Nc1ccccc1C	-1.0	-1	0.8	10	-11	0.1	0	6	-0.3
Cc1cccc(C2CC(c3ccc(Cl)cc3)Nc3nc(N)nn32)c1 (configuration not stated)	6.5	-3	-0.3	16	-4	0.3	-4	1	3.7

Shown as a hit in EP2 modulator, among the entries above:
Molecule	S1P4 agonist	Calpain2 inh	EP2 modulator	PERK inh	S1P4 antag	TRPML3 ag
Cc1ccc(C)n1Cc1ccccc1Cl	2.7	-24	65*	1.4	-26	0.5

As entered above.
COc1cccc(C2CCCN2Cc2nc(-c3cnccn3)no2)c1 (configuration not stated) – BaF3 parental = 4
Cc1cccc(C)c1NC(=O)NC1(C(=O)N2CCOCC2)CCCCC1 – Calpain2 inh = -33
CCOc1ccc(CCNC(=O)c2cc3sccc3n2CC)cc1OCC – BaF3 parental = 7
CN(CC(=O)O/N=C(\N)c1ccccn1)S(=O)(=O)c1ccccc1 – PERK inh = 0.8
C=CCn1cc(C(=O)NCc2ccc3c(c2)OCO3)c(=O)c2cc(S(=O)(=O)N(CC)CC)ccc21 – Ba/F3 V617F tox = -1

Other records follow.
SMILES	zfTRPN1 agonist	Ba/F3 V617F tox	S1P4 agonist	Calpain2 inh	EP2 modulator	PERK inh	S1P4 antag	BaF3 parental	TRPML3 ag
O=C(NC1CCCCCC1)C1CCN(c2nc3ccccc3o2)CC1	3.1	-3	-0.6	16	0	0.5	4	5	1.9
CCCC(=O)NCCCc1nc2ccccc2n1C(C)C	-1.6	2	-2.4	-30	12	-0.7	1	5	-0.2
CN(C)CC(C)(C)NS(=O)(=O)c1ccc(Cl)cc1	1.0	-2	0.0	-33	-4	1.1	-12	-1	1.1
COC(=O)C1CC(=O)c2sccc2C1 (configuration not stated)	1.4	-2	-1.5	-3	15	0.6	-2	2	1.0
COc1ccc(C(=O)/C=C/Nc2ccc(S(=O)(=O)Nc3nc(C)cc(C)n3)cc2)c(OC)c1	0.5	-4	0.1	-22	-37	0.7	9	3	0.0
Cn1c(N)c(C(=O)COC(=O)C2CCN(S(=O)(=O)c3cccs3)CC2)c(=O)n(C)c1=O	4.7	0	0.6	0	-3	-0.6	2	-5	1.4
Cn1c(SCCCC(=O)c2ccc(Br)cc2)nnc1-c1ccncc1	4.7	1	-1.6	-11	1	-1.1	-12	8	3.0
O=C(NC1CCCCC1)C(c1ccc(F)cc1)N(Cc1ccco1)C(=O)c1ccccn1 (configuration not stated)	-0.5	1	0.8	6	-5&-15	0.2	7	10	0.6
CCCCNC(=O)Nc1cc(C)on1	-0.9	-1	-3.2	-16	18	0.2	4	6	0.0
Nn1c(SCC(=O)N2CCOCC2)nnc1-c1ccccc1Cl	0.4	6	-1.6	-1	10	-0.4	1	-1	0.0
CCn1c(=O)n(CC)c2cc(S(=O)(=O)Nc3cc(C)cc(C)c3C#N)ccc21	-0.7	0	-1.1	19	-11	-0.3	10	5	0.2
COc1ccc(OC)c(CCNC(=O)Cn2sc3nc(C)cc(C)c3c2=O)c1	1.8	-3	0.6	-3	-54	0.5	-10	4	0.3
COc1cc(CCCN2C(=S)NC[C@H]2Cc2ccc(O)cc2)cc(OC)c1OC	6.9	3	0.4	0	-9	0.9	-15	3	1.8
COc1ccc(CC(=O)Nc2ccccc2N2CCOCC2)cc1OC	2.3	1	2.5	-16	5	0.4	-2	8	1.0
COc1ccc(OCC(=O)N2CCOCC2)cc1	0.0	-3	-0.8	-31	30	0.8	-11	-3	-0.1
CC(C)c1csc(CN2CCC(N3CCC(C(=O)N4CCOCC4)CC3)CC2)n1	-0.2	-3	-0.1	-12	-5	1.1	9	4	1.1
COc1ccccc1NC(=O)COc1ccccc1C(=O)c1cnn(-c2ccccc2)c1	-0.6	0	0.0	-6	3	-0.5	-21	6	-0.3
CCCN1Cc2cccc(C(=O)Nc3ccc4c(c3)OCCO4)c2C1=O	-0.6	-2	-0.4	-12	17	-0.3	-24	6	-0.8
CC1C2(C)OC(=N)C(C#N)(C(C)O2)C1(C#N)C#N (configuration not stated)	0.3	3	1.8	-19	0	2.0	13	2	0.5
CC1=NN(C(=S)Nc2ccccc2)C(c2ccccc2)C1 (configuration not stated)	-1.1	0	2.0	-1	15	0.6	0	6	-0.2
COc1ccc(NC(=O)/C(=C\c2ccc(OS(=O)(=O)c3ccc(C)cc3)cc2)NC(=O)c2ccccc2)cc1	0.5	-2	1.2	-29	26	-0.9	1	0	0.3
O=S1(=O)CCN(C(CO)c2ccccc2)CC1 (configuration not stated)	1.7	3	0.6	17	1	1.1	-6	3	0.7
CC(=O)NCc1ccc(-c2csc(N)n2)s1	1.4	-5	1.5	-25	22	0.6	2	5	0.8
Cc1[nH]c(=O)[nH]c(=O)c1S(=O)(=O)N1CCC(C(=O)NC(C)c2ccccc2)CC1 (configuration not stated)	0.8	-2	4.9	0	37	0.9	3	3	0.3
CCOc1ccc(CN(C)CC(=O)Nc2cc(C)c(C)cc2[N+](=O)[O-])cc1	0.5	-2	1.0	-3	-5	0.3	-9	6	0.8

Compound profiles, from the list above. Screens in order: zfTRPN1 agonist, Ba/F3 V617F tox, S1P4 agonist, Calpain2 inh, EP2 modulator, PERK inh, S1P4 antag, BaF3 parental, TRPML3 ag
CC1C2(C)OC(=N)C(C#N)(C(C)O2)C1(C#N)C#N (configuration not stated) across the screens: 0.3, 3, 1.8, -19, 0, 2.0, 13, 2, 0.5
COc1ccc(CC(=O)Nc2ccccc2N2CCOCC2)cc1OC across the screens: 2.3, 1, 2.5, -16, 5, 0.4, -2, 8, 1.0
CCCC(=O)NCCCc1nc2ccccc2n1C(C)C across the screens: -1.6, 2, -2.4, -30, 12, -0.7, 1, 5, -0.2
CC(C)c1csc(CN2CCC(N3CCC(C(=O)N4CCOCC4)CC3)CC2)n1 across the screens: -0.2, -3, -0.1, -12, -5, 1.1, 9, 4, 1.1

Random draw from the library. About 3.6% of those tested had a hit in this group.
